# Compound activity deposited in PubChem by several laboratories.
# MrgX1 PAM: allosterically activates human MrgX1 receptor signaling | MrgX1-HEK293, Fluo-4 calcium flux, FDSS; stronger effect = higher value | B-score at 10 µM | 310,000 compounds, 0.63% hits;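 active = plate-corrected calcium response at least 3 library SD above typical, normal starting fluorescence, not activating the receptor alone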;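 also: compound read alongside a low EC10 to EC30 dose of BAM8-22 agonist; peak minus trough fluorescence over baseline measured at the second addition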
# PolyA inh: yeast polyadenylation inhibition. 300,000 compounds, 0.02% hits. S. cerevisiae SKY197-pL101 polyadenylation reporter, beta-gal luminescence; efflux-impaired pdr1/pdr3 knockout yeast; score 100 = 6 SD above DMSO. calls only at 12 µM;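 active = lowest replicate activity score at least 50, where 100 means six control SD above control mean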;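 also: yeast exposed to compound for 9 h at 30 °C; higher score means more reporter readthrough which indicates perturbed polyadenylation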
# TRPC4 agonist: TRPC4 (mouse) channel activation; HEK293 TRPC4beta/mu-opioid, Fluo4 calcium fluorescence; stronger effect = higher value; B-score at 10 µM; Q9QUQ5; 310,000 compounds, 0.49% hits;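 active = B-score above 5 SD of library B-scores, and initial fluorescence ratio not above library mean plus 5 SD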;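 also: positive B-score marks a calcium rise read as TRPC4 activation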
#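 Incubation: 45 min room-temperature Fluo4 loading, 110 s read / System: HEK293 cells stably co-expressing mouse TRPC4beta and mu-opioid receptor / Signal: Fluo4 fluorescence, kinetic / Control set: buffer (low) and maximal DAMGO (high) / Measure: integrated baseline-normalised fluorescence ratio, converted to per-well B score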
# TRPC4 PAM: allosterically enhances the mouse TRPC4 cation channel. 310,000 compounds, 0.42% hits. HEK293 TRPC4beta/mu-opioid, DAMGO EC20, Fluo-4 Ca2+ flux; stronger effect = higher value. B-score at 10 µM;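 active = B-score of calcium response area above 5 SD of library B-scores, with initial fluorescence ratio within 5 SD of library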;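 also: B-score of integrated fluorescence ratio over time as area under calcium response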
# AI-2 QS mod: modulates the Vibrio harveyi AI-2 quorum sensing system; Vibrio harveyi JMH597 AI-2 luminescence/OD600 ratio, 9 h; stronger effect = lower value; strain lacks LuxN and CqsS sensors; 0 = neutral-control median; activity change, % at 7.5 µM; 300,000 compounds, 0.4% hits; in the data active = activity change below about -75%, passing the limit was not always enough;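 also: luminescence divided by OD600 gain over 9 h not by final OD600 alone; inactives centre near 13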
# MrgX1 ag: activates human MrgX1 receptor signaling. MrgX1-HEK293 cells, Fluo-4 calcium fluorescence, agonist mode; stronger effect = higher value. B-score at 10 µM. 310,000 compounds, 0.44% hits;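 active = calcium response B-score plate-corrected fluorescence ratio at least 3 library SD, with starting fluorescence B-score inside 5 SD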
#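 Assay system: stable human MrgX1 HEK293 cell line. Quantity: 15,000 cells per well. Schedule: cells plated overnight, dye loaded 0.5 h 37 °C, 0.5 h room temperature. Detection: Fluo-4 NW calcium-flux fluorescence, kinetic read. Read-out basis: peak-minus-minimum fluorescence over baseline, converted to B scores. Control set: positive and negative control wells on each plate.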
# HIF activator: HIF pathway transcriptional activation; U2OS HRE-luciferase reporter, luminescence; normalized: DMSO 0%, desferrioxamine 100%; activation, % at 7.5 µM (by protocol); 300,000 compounds, 0.32% hits;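 active = mean activation of at least 10% of the iron chelator positive control signal, with at least half of replicates also reaching 10%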
# MrgX1 antag: blocks BAM8-22 activation of human MrgX1 receptor; Q96LB2; MRGX1-HEK293 calcium flux, Fluo-4, BAM8-22 antagonism; stronger effect = lower value; B-score at 10 µM; 310,000 compounds, 1.3% hits;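 active = calcium-response B-score plate-corrected more than 3 library SD below zero, starting fluorescence within 5 deviations, no agonist response on first addition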;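 also: peak minus trough fluorescence over baseline after final BAM8-22 challenge near maximal dose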
# TRPC6 activator: activates the mouse TRPC6 cation channel | HEK293-TRPC6 membrane potential dye fluorescence; stronger effect = higher value | B-score at 10 µM | 310,000 compounds, 0.13% hits | AID 2550;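 active = B-score of the integrated fluorescence ratio above library mean plus 3 SD, and starting fluorescence ratio within library mean plus 5 SD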;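 also: higher score means more depolarization so channel activation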
# Target sequence (Q61143 whole entry, looked up): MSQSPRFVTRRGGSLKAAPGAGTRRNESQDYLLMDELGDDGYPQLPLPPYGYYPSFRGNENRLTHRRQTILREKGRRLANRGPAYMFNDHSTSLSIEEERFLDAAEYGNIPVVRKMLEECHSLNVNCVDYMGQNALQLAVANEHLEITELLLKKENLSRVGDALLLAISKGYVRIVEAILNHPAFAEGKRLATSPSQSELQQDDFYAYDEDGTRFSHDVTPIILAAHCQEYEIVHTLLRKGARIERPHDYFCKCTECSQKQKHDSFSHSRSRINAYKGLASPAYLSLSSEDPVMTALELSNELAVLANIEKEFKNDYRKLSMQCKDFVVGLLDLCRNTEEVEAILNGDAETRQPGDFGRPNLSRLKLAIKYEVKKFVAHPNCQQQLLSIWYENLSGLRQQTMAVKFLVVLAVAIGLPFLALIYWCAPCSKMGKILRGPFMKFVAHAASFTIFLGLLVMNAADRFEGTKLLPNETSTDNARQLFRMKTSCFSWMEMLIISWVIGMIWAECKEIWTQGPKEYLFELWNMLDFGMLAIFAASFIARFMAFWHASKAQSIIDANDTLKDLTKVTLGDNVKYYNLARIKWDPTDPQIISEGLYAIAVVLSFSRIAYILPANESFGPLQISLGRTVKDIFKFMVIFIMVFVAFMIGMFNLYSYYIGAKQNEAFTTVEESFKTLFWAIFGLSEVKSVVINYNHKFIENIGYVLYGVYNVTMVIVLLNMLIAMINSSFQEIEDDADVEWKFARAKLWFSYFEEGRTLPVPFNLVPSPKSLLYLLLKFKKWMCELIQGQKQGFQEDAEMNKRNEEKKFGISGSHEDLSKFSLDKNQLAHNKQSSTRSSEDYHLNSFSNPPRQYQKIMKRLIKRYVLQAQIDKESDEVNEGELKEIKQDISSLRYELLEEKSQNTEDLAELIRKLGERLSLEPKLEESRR
# TRPC4 inh: inhibitors of mouse TRPC4 channel | 300,000 compounds, 0.39% hits | B-score at 10 µM | AID 2247 | Q9QUQ5 | HEK293 TRPC4beta/mu-opioid, DAMGO-evoked Fluo4 calcium flux; stronger effect = lower value;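 active = B-score over 3 SD under the library average, no early fluorescence shift, positive overall ratio signal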
#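 Signal: kinetic Fluo4 fluorescence imaging of calcium influx. Material: stable TRPC4beta/mu-opioid receptor HEK293 cells. Probe or stimulus: DAMGO in two steps, submaximal then maximal.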
# TRPC6 inh: inhibitors of mouse TRPC6 channel; Q61143; HEK293-TRPC6, membrane potential dye, ACh-evoked depolarization; stronger effect = lower value; B-score at 10 µM; 310,000 compounds, 1.1% hits; AID 2553;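 active = B-score under library mean minus 3 SD, initial fluorescence not abnormally high, positive integrated signal ratio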;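 also: B-score derived from integrated fluorescence ratio over the kinetic read; more negative B-score means stronger inhibition of depolarization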
# Active calls of the source: *; i = inactive; x = not tested or not shown. Not all compounds are listed; the hit share may differ from the screen's.
smiles,TRPC4 inh,AI-2 QS mod,PolyA inh,HIF activator,MrgX1 PAM,TRPC4 agonist,TRPC6 activator,MrgX1 antag,TRPC6 inh,MrgX1 ag,TRPC4 PAM
COC(C(=O)Nc1ccc(NC(=O)C(OC)c2ccccc2)cc1)c1ccccc1 (stereo not drawn),i,17.9,i,0.3,i,i,i,i,i,i,i
COc1ccccc1CNC(=O)C(=O)NCC1OCCN1S(=O)(=O)c1ccccc1 (stereo not drawn),i,18.8,i,-0.4,i,i,i,i,i,i,i
C=C1c2ccccc2S(=O)(=O)N(Cc2ccccc2)C1COCc1ccccc1 (stereo not drawn),i,12.6,i,-1.3,i,i,i,i,i,i,i
NNC(=O)CCc1ccc(S(=O)(=O)N2CCOCC2)cc1,i,0.9,i,0.2,i,i,i,i,i,i,i
CC(C)(C)NC(=O)C(c1ccco1)N(Cc1ccc2c(c1)OCO2)C(=O)c1snc(C(N)=O)c1N (stereo not drawn),i,8.6,i,0.0,i,i,i,i,i,i,i
O=C(COc1ccccc1)N(Cc1ccccc1)c1nc(-c2ccccc2)cs1,i,11.9,i,0.0,i,i,i,i,i,i,i
COc1ccccc1NS(=O)(=O)c1ccc(O)c(C(=O)OCC(=O)N2c3ccccc3CC2C)c1 (stereo not drawn),i,-7.0,i,-0.3,i,i,i,i,i,i,i
Cc1cc(C)n(-c2cc(C(C)(C)C)nc3c(-c4ccc(Cl)cc4)cnn23)n1,i,x,i,1.2,i,i,i,i,i,i,i
CCN(CC(=O)NC1CCS(=O)(=O)C1)S(=O)(=O)c1ccccc1 (stereo not drawn),i,15.2,i,0.2,i,i,i,i,i,i,i
O=C(N/C(=C\c1ccccc1Cl)C(=O)N1CCOCC1)c1ccc([N+](=O)[O-])cc1,i,-2.7,i,0.0,i,i,i,i,i,i,i
Cc1ccc(SCC(=O)Nc2cc(C)on2)cc1,i,18.2,i,0.5,i,i,i,i,i,i,i
CCC(C)c1ccccc1N1CC(C(=O)Nc2cccc(S(=O)(=O)N3CCOCC3)c2)CC1=O (stereo not drawn),i,5.4,i,0.0,i,i,i,i,i,i,i
CN(C)c1cc[nH]c(=O)c1C#N,i,18.5,i,-16.0,i,i,i,i,i,i,i
O=C(Nc1ccc(N2CCOCC2)cc1)C1CCN(S(=O)(=O)Cc2ccccc2)CC1,i,35.1,i,-2.3,i,i,i,i,i,i,i
CCC1(C(=O)c2ccc(Cl)cc2)C2c3ccccc3OC(=O)C21C(=O)Nc1ccccc1 (stereo not drawn),i,16.3,i,0.2,i,i,i,i,i,i,i
CCn1c(CSc2ncccn2)nnc1SCC(=O)N1CCc2ccccc21,i,28.3,i,-0.4,i,i,i,i,i,i,i
COc1ccc(O)c(-c2c(-c3ccc(Cl)cc3)n[nH]c2C)c1,i,x,i,-0.1,i,i,i,i,i,i,i
Cc1cccc(C)c1NC(=O)CS(=O)CC(=O)Nc1ccc(F)cc1F (stereo not drawn),i,4.3,i,0.4,i,i,i,i,i,i,i
CCCNC(=O)CN(C)CC(=O)Nc1ccccc1C#N,i,27.9,i,0.3,i,i,i,i,i,i,i
Cc1ccc(NC(=O)CSc2ccc(-c3ccccn3)nn2)cc1,i,10.1,i,3.7,i,i,i,i,i,i,i
Cc1ccc(S(=O)(=O)c2nc(C)c3c(n2)CCC3)cc1,i,3.4,i,-0.2,i,i,i,i,i,i,i
O=C(Nc1ccc(-c2cscn2)cc1)C1CCCN(Cc2ccc(CO)o2)C1 (stereo not drawn),i,17.5,i,-0.2,i,i,i,i,i,i,i
O=C1N(Nc2ccccc2)C(c2ccc(Br)cc2)C12CCCCC2 (stereo not drawn),i,18.7,i,-0.2,i,i,i,i,i,i,i
CC1(C)CC(=O)c2c(O)cc(OCC(=O)Nc3ccc(CCO)cc3)cc2O1,i,31.6,i,0.1,i,i,i,i,i,i,i
Cc1ccc(-c2cc[n+](Cc3ccccc3)cc2)cc1,i,16.5,x,x,i,i,i,i,i,i,i
CCC1CCC/C1=N\NC(=O)c1ccccc1C (stereo not drawn),i,18.4,i,-0.2,i,i,i,i,i,i,i
N#CCSc1nnc(-c2ccc3c(c2)OCO3)o1,i,-1.7,i,-0.4,i,i,i,i,i,i,i
O=C(NC(=S)N1CCOCC1)c1ccc([N+](=O)[O-])cc1,i,46.7,i,-0.1,i,i,i,i,i,i,i
O=c1oc(-c2ccc([N+](=O)[O-])cc2)nc2ccc(O)cc12,i,36.2,i,-0.2,i,i,i,i,i,i,i
CCCC(=O)N1CCN(c2ccc(NC(=O)C(C)(C)C)cc2Cl)CC1,i,-0.8,i,-0.2,i,i,i,i,i,i,i
O=C(O)CN=C1CC(c2ccccc2)CC(=O)/C1=C(/O)CCCN1C(=O)c2ccccc2C1=O (stereo not drawn),i,13.8,i,-0.1,i,i,i,i,i,i,i
CCOc1ncnc2c1oc1nc(CC(C)C)c3c(c12)CC(C)(C)OC3,i,14.5,i,-0.1,i,i,i,i,i,i,i
O=C(O)CN1C(=O)SC(Nc2ccc(Cl)cc2)C1=O (stereo not drawn),i,24.7,i,-0.4,i,i,i,i,i,i,i
N#C/C(=C\c1ccc(OCC(N)=O)cc1)C(=O)NC1CC1,i,27.0,i,-0.4,i,i,i,i,i,i,i
CC(C)Cc1c(O)nc(SCCN2CCOCC2)[nH]c1=O,i,18.2,i,0.2,i,i,i,i,i,i,i
CC(=O)NC12CC3CC(CC(CC(=O)O)(C3)C1)C2,i,-3.2,i,0.2,i,i,i,i,i,i,i
O=C(Cn1ncc2c3ccccc3n(Cc3ccccc3F)c2c1=O)NCCN1CCOCC1,i,27.8,i,32.2*,i,i,i,i,i,i,i
COc1ccc(C2(C(=O)N3CCOCC3)CCCC2)cc1,i,37.6,i,0.0,i,i,i,i,i,i,i
Nc1ccc(Oc2ccccc2F)nc1,i,18.6,i,-0.1,i,i,i,i,i,i,i
Cc1ccc(NC(=O)c2ccc3c(c2)CCN3S(C)(=O)=O)cc1C,i,x,i,2.9,i,i,i,i,i,i,i
COc1ccc(/C=C2\Sc3ccc(C(=O)NCCCN4CCCC4)cc3N(C)C2=O)cc1OC,i,8.7,i,-0.7,i,i,i,i,i,i,i
O=c1oc(-c2ccccc2)nc2c1cnn2-c1ccccc1,i,13.6,i,-0.1,i,i,i,i,i,i,i
Cn1c(COc2ccc([N+](=O)[O-])cc2)nnc1SCC(N)=O,i,40.5,i,0.2,i,i,i,i,i,i,i
CC(C)NC(=O)c1ccccc1NC(=O)CN(c1ccc2c(c1)OCO2)S(C)(=O)=O,i,14.4,i,0.3,i,i,i,i,i,i,i
CCOc1ccc2[nH]c(C)cc(=O)c2c1,i,15.5,i,-0.1,i,i,i,i,i,i,i
O=C(CSc1ncn[nH]1)NN(c1ccccc1)c1ccccc1,i,2.6,i,-0.3,i,i,i,i,i,i,i
CN(Cc1ccon1)C(=O)CC1C(=O)NCCN1Cc1ccc(F)c(F)c1 (stereo not drawn),i,36.0,i,0.0,i,i,i,i,i,i,i
Cc1nc(Cl)sc1C(=O)Nc1cccc(Cl)c1,i,1.8,i,-13.6,i,i,i,i,i,i,i
CCN(CCCNC(=O)Cn1ncc2c(=O)oc3ccccc3c21)c1cccc(C)c1,i,3.0,i,-0.1,i,i,i,i,i,i,i
COc1cc(C(=O)N2CCN(S(=O)(=O)c3ccc(C)cc3)CC2)ccc1OCc1c(C)noc1C,i,5.2,i,-0.2,i,i,i,i,i,i,i

# (list continues)
smiles,TRPC4 inh,AI-2 QS mod,PolyA inh,HIF activator,MrgX1 PAM,TRPC4 agonist,TRPC6 activator,MrgX1 antag,TRPC6 inh,MrgX1 ag,TRPC4 PAM
NC(=S)Cc1nc(-c2ccccc2)cs1,i,19.6,i,0.1,i,i,i,i,i,i,i
COc1ccc(N(CC(=O)NCCSC2CCCCC2)S(=O)(=O)c2ccc(C)cc2)cc1,i,18.5,i,-0.1,i,i,i,i,i,i,i
COc1ccc(OC)c(C2(O)CSC(=Nc3cccnc3)N2Cc2ccco2)c1 (stereo not drawn),i,-1.1,i,-1.0,i,i,i,i,i,i,i
Nn1cnnc1N/N=C/c1ccc(Cl)c([N+](=O)[O-])c1,i,51.0,i,0.8,i,i,i,i,i,i,i
O=C(CCN1C(=O)c2cccc([N+](=O)[O-])c2C1=O)Nc1nccs1,i,30.0,i,-0.5,i,i,i,i,i,i,i
COc1ccccc1-c1cc2nc(C)c(CCC(=O)NC(C)CCc3ccco3)c(C)n2n1 (stereo not drawn),i,22.0,i,-0.7,i,i,i,i,i,i,i
CC(=O)Nc1ccc(Nc2nnc(-c3ccc(C)c(S(=O)(=O)NCC4CCCO4)c3)c3ccccc23)cc1 (stereo not drawn),i,20.3,i,-0.3,i,i,i,i,i,i,i
CCN(CC)c1ccc(-c2sc(Nc3ccccc3)n[n+]2-c2ccc(F)cc2)cc1,i,7.6,i,4.4,i,i,18.7*,i,i,i,i
Cc1nc(N2CCN(c3ccccc3)CC2)[nH]c(=O)c1CCC(C)C,i,-0.6,i,-0.2,i,i,i,i,i,i,i
COc1cc(CN2CCNC(=O)C2CC(=O)NCCC2=CCCCC2)cc(OC)c1 (stereo not drawn),i,21.6,i,-0.1,i,i,i,i,i,i,i
COc1cc2c(cc1OC)C(C(=O)Nc1ccc3c(c1)OCCO3)C1c3ccccc3CCN1C2=O (stereo not drawn),i,20.8,i,1.4,i,i,i,i,i,i,i
O=C1/C(=C\c2cccc([N+](=O)[O-])c2O)SC(=S)N1Cc1ccccc1,i,14.3,i,-10.2,i,i,i,-8.03*,i,i,i
CCc1nnc(NC(=O)CSc2nnc(-c3ccc(O)cc3)n2C)s1,i,23.1,i,-0.2,i,i,i,i,i,i,i
